# Screening data as filed in PubChem BioAssay.
# PolyA inh: inhibitors of polyadenylation in S. cerevisiae. 0.02% of 300,000 active. S. cerevisiae SKY197-pL101 polyadenylation reporter, beta-gal luminescence; efflux-impaired pdr1/pdr3 knockout yeast; score 100 = 6 SD above DMSO. AID 1875. calls only at 12 µM;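 active = lowest replicate activity score at least 50, where 100 means six control SD above control mean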;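 also: yeast exposed to compound for 9 h at 30 °C; higher score means more reporter readthrough which indicates perturbed polyadenylation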
# Dyrk1A ADPGlo: blocks rat Dyrk1A kinase activity. ADP-Glo luminescence, NFATc1 peptide. inhibition, % at 12.5 µM. 0.43% of 310,000 active; in the data active = inhibition above about 50%;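 also: plate controls were vehicle with enzyme for no effect and no enzyme for full effect; many of its hits are not listed in these tables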
# KCNK3 inh: human KCNK3 channel inhibition, primary screen; O14649; CHO-KCNK3 thallium flux, FluxOR fluorescence; stronger effect = lower value; B-score at 10 µM; 0.84% of 340,000 active; AID 602410;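 active = B-score under library mean minus 4 SD, starting fluorescence ratio at most library mean plus 5 SD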;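 also: more negative B-score means stronger inhibition of thallium flux through KCNK3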
# KCNQ1 block: inhibitors of human KCNQ1 potassium channel; CHO-K1 KCNQ1, FluxOR thallium flux fluorescence; stronger effect = higher value; 1.3% of 310,000 active; AID 2642; B-score at 10 µM; P51787;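 active = compounds whose thallium flux B-score, printed positive for inhibition, exceeds three library SD while starting fluorescence stays within three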;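 also: channel opened by potassium depolarization with thallium stimulus after 20 min compound exposure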
# Target sequence (P51787 whole entry, looked up): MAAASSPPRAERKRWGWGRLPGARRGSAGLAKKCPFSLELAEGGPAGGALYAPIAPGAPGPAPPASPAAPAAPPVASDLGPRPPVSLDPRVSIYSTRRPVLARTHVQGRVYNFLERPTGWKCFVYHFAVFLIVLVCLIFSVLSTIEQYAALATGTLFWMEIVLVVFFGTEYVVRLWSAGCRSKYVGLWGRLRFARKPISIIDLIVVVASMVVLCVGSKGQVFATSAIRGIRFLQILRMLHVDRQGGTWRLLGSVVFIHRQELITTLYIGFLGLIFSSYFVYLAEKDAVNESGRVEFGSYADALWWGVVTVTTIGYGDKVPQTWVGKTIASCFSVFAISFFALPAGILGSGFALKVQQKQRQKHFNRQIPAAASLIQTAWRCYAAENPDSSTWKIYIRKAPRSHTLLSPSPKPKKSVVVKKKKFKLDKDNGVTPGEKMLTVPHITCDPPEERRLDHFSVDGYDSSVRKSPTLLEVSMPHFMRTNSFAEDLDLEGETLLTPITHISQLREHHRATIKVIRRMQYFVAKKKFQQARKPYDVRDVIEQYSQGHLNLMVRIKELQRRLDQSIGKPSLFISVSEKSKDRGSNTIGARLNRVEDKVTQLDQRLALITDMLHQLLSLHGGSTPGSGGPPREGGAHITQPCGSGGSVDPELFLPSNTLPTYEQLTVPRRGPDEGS
# GSK3A inh: blocks human GSK-3 alpha kinase; ADP-Glo luminescence, 60 min; inhibition, % at 10 µM; AID 2650; P49840; 0.1% of 320,000 active;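 in the data active = inhibition above about 50%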;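 also: GST-tagged GSK-3 alpha with peptide substrate and 25 µM ATP; 0% = DMSO neutral wells and 100% = GW8510 positive control wells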
# RGS4 inh: inhibitors of human RGS4; AID 463165; B-score at 10 µM; HEK293 M3R/RGS4 inducible, Fluo-4 calcium flux; stronger effect = higher value; triggered by carbachol at its EC20; 0.45% of 310,000 active;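 active = B-score, a plate-corrected calcium signal, over three deviations above library mean, with baseline fluorescence within five deviations of library mean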;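 also: RGS4 expression induced by doxycycline in cells with stable M3 receptor; B-score is computed from the integrated fluorescence ratio over baseline after carbachol; higher B-score means a larger calcium signal and so more RGS4 inhibition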
# hERG rescue: shields human hERG channel from block by proarrhythmic agents; CHO-hERG, FluxOR thallium flux, dofetilide IC70 present; activation (rescue from dofetilide block), less the hit threshold, % at 10 µM; 0.51% of 310,000 active;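 active = activation above the mean of controls blocked by dofetilide plus 5 SD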;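 also: thallium influx through hERG after potassium depolarization seen as dye fluorescence rise; in these data hits start at about 4.7%; inactives centre near -7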
# RGS4 pot: potentiators or activators of RGS4; AID 463111; 0.92% of 310,000 active; HEK293 M3R/inducible RGS4, carbachol calcium flux Fluo4; stronger effect = lower value; B-score at 10 µM;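 active = B-score of the integrated calcium signal more than 4 SD below the library mean, with starting fluorescence not abnormally high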;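 also: negative B-score means reduced calcium response which marks RGS4 activation or potentiation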
#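 Detection: kinetic calcium fluorescence imaging with Fluo4-AM dye, 2 µM / Material: HEK293 cells with stable M3R and inducible RGS4 / Schedule: recording 10 s baseline at 1 Hz, 100 s post-agonist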
# GSK3beta inhib: blocks human GSK3beta kinase activity; P49841; GST-GSK3beta kinase, ADP-Glo luminescence, 60 min; stronger effect = lower value; activity score (negative = inhibition), % at 10 µM; 0.038% of 300,000 active; AID 2097;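 active = more than half of replicate wells score below -50%, meaning over 50% inhibition versus plate controls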;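 also: 0% = median DMSO wells and -100% = median GW8510 positive control wells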
# Target sequence (P49841 whole entry, looked up): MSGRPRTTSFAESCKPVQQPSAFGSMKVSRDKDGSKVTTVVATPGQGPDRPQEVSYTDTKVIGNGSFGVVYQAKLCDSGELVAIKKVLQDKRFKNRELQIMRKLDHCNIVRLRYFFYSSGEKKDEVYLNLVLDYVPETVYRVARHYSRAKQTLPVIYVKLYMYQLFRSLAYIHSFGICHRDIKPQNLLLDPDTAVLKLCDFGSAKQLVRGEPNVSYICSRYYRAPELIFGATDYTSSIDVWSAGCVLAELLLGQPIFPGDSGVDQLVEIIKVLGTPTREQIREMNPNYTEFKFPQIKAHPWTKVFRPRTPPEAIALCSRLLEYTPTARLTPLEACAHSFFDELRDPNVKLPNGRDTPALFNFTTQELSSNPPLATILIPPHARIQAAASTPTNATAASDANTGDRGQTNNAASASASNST
#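 Assay system: GST-fused GSK3beta enzyme, cell-free / Medium: Tris pH 7.5 buffer with MgCl2, DTT, BSA, heparin / Also added: peptide substrate plus 25 µM ATP (final) / Compound: 10 µM single point / Timing: kinase reaction with compound 60 min at room temperature / Detection: ADP-Glo luminescence / Benchmarks: DMSO neutral wells and GW8510 at 20 µM as positive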
# KCNQ1 act: potentiates or activates the human KCNQ1 potassium channel; P51787; CHO-K1 KCNQ1, thallium flux FluxOR fluorescence; stronger effect = higher value; B-score at 10 µM; 0.35% of 310,000 active; AID 2648;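 active = fluorescence ratio B-score, a plate-corrected score, at least three library SD, with initial intensity B-score within 5 SD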
#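 Assay system: stable KCNQ1 CHO-K1 line; medium: assay buffer, equal DMSO in all wells; timing: 90 min dye loading and 20 min compound exposure, both at room temperature; technique: kinetic FluxOR thallium fluorescence, 10-s 1-Hz baseline, 110-s post-stimulus read; read-out basis: B score of baseline-normalized fluorescence ratio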
# KCNK9 block: blocks the human KCNK9 two-pore domain potassium channel. Q9NPC2. HEK293 KCNK9, FluxOR thallium flux fluorescence; stronger effect = lower value. B-score at 10 µM. 1.2% of 310,000 active;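 active = ratio B-score over 3 SD below the library mean, with starting fluorescence within 5 SD of its mean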;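 also: negative B-score means less thallium flux so channel inhibition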
# * marks the source's active call; other numbers are inactive results; i = inactive; x = not tested or not shown. Some of the compounds tested; rates above refer to the full screens.
# Order of results – KCNK3 inh	KCNK9 block	PolyA inh	Dyrk1A ADPGlo	hERG rescue	GSK3beta inhib	RGS4 pot	KCNQ1 block	RGS4 inh	KCNQ1 act	GSK3A inh
- O=C(N/N=C/c1ccc([N+](=O)[O-])o1)c1cc(-c2ccncc2)nc2ccccc12
  i	i	i	5	-5	-2	i	i	i	i	3
- Cc1cccc(OCC(=O)NCC(=O)N/N=C/c2cc(Br)cc(Br)c2O)c1
  i	i	i	-7	-10	1	i	i	i	i	0
- CSc1ccc(/C=N/n2nnnc2N)cc1
  i	i	i	-4	-9	4	i	i	i	i	-1
- CCOC(=O)[C@@H]1[C@H]2COc3cc(OC)ccc3[C@@H]2N2C(=O)N(c3cccc(C)c3)C(=O)[C@@]12C
  i	i	i	0	-8	-2	i	i	i	i	0
- COC(=O)c1cccc(N(CC(=O)NC2CCCC2)C(=O)CNC(=O)c2cccs2)c1
  i	i	i	-5	-5	1	i	i	i	i	-1
- CCN=C1S/C(=C\c2cc(Br)c(O)c(OC)c2)C(=O)N1CC
  i	i	i	-4	1	2	i	i	i	i	1
- Cc1csc(NC(=O)Cc2ccc(F)cc2)n1
  i	i	i	13	-4	0	i	i	i	i	0
- COCCNC(=S)N/N=C/c1ccc(OCc2ccc(C(=O)OC)cc2)c(OC)c1
  x	i	i	x	-11	3	i	i	i	i	-6
- CN(Cc1ccccc1)C(=S)NC(=O)C1CCCCC1
  i	i	i	-36	-11	2	i	i	i	i	x
- Cn1c(=O)c(C(=O)COC(=O)c2cc(C(F)(F)F)nc3c(C(F)(F)F)cccc23)c(N)n(CC2CC2)c1=O
  x	i	i	x	-9	2	-8.9*	i	i	i	-2
- CC(C)Oc1ccc(CNC(=O)C2CCCN(S(=O)(=O)N3CCOCC3)C2)cc1 (stereo not drawn)
  i	i	i	-3	-6	3	i	i	i	i	-1
- CCN(CC(=O)NC1CCS(=O)(=O)C1)S(=O)(=O)c1ccc2ccccc2c1 (stereo not drawn)
  i	i	i	-2	-7	1	i	i	i	i	-5
- CCN(CC)S(=O)(=O)c1ccc(OC)c(NC(=O)c2cc(C)on2)c1
  i	i	i	x	-8	1	i	i	i	i	-2
- CCc1cccc(CC)c1NC(=S)N(CCN(C)C)C(C)c1cccnc1 (stereo not drawn)
  i	i	i	-2	-8	-1	i	i	i	i	-2
- CCOC(=O)N1CCN(S(=O)(=O)c2cc3c(cc2C)NC(=O)CO3)CC1
  i	i	i	2	-14	2	i	i	i	i	1
- CC(=O)c1ccc(Nc2cc(C)nc3nc(C)nn23)cc1
  i	i	i	-1	-7	0	i	i	i	i	x
- CC1(C)C(=O)Nc2ccccc2N1C(=O)COC(=O)C1CCCCC1
  i	i	i	-2	-4	2	i	i	i	i	1
- COc1ccc(-c2ccnc(SCC(=O)Nc3ccccn3)n2)cc1
  i	x	i	6	x	4	x	x	x	x	1
- COC(=O)N/N=C/c1cc(N=Nc2ccccc2)ccc1O
  -11*	-7.2*	i	-2	-22	-1	i	i	i	i	0
- Cc1ccc2nc(NNC(=O)c3ccc4c(c3)OCCO4)sc2c1
  i	i	i	13	-10	5	i	i	i	i	-2

# Order of results – KCNK3 inh	KCNK9 block	PolyA inh	Dyrk1A ADPGlo	hERG rescue	GSK3beta inhib	RGS4 pot	KCNQ1 block	RGS4 inh	KCNQ1 act	GSK3A inh
- CC(C)=CCc1cc(-c2oc3cc(O)cc(O)c3c(=O)c2O)ccc1O
  i	i	i	63*	-13	3	i	i	i	i	8
- CNC(=S)N/N=C/c1c(Cl)cccc1Cl
  i	i	i	-1	-11	1	i	i	i	i	-2
- Fc1ccc(C2=NOC(c3nnc(-c4ccccc4)o3)C2)cc1 (stereo not drawn)
  i	i	i	-1	-2	2	i	i	i	i	-1
- Cc1cccc(N(CC(=O)NC(C)C)C(=O)CCC(=O)Nc2ccccn2)c1
  i	i	i	-5	-3	3	i	i	i	i	5
- COc1ccccc1C1CCCN1Cc1nc(-c2cc3c(cc2Cl)OCO3)oc1C (stereo not drawn)
  i	i	i	5	-16	0	i	i	i	i	1
- Cc1cc(C(=O)NC2Cc3ccccc3C2)c(C)o1
  i	i	i	x	-4	2	i	i	i	i	-3
- CCOC(=O)c1ccc(N2C(=O)C3CC=C(C)CC3C2=O)cc1 (stereo not drawn)
  i	i	i	3	0	-2	i	i	i	i	0
- CCOc1ccc(-c2nnc(SCc3nc4ccccc4[nH]3)n2N)cc1
  i	i	i	x	-8	-1	i	i	i	i	-1
- COc1ccc(OC)c(Nc2nc(N)nc(CSc3nnc(N)s3)n2)c1
  i	i	i	10	-7	3	i	i	i	i	5
- NC(=O)c1nsc(C(=O)N(CCCN2CCOCC2)C(C(=O)NC2CCCCC2)c2ccc(Cl)cc2)c1N (stereo not drawn)
  i	i	i	-10	-14	x	i	i	i	i	-1
- CN(C)c1ccc(/C=N/n2c(-c3cccnc3)n[nH]c2=S)cc1
  i	i	i	1	-13	-2	i	i	i	i	10
- O=C(CCN1C(=O)c2ccccc2S1(=O)=O)Nc1ccc2c(c1)OCCO2
  i	i	i	0	-1	3	i	i	i	i	-2
- C/C(=N\NC(=S)NC1CCCCC1)c1cccc(Br)c1
  i	i	i	1	-3	1	i	i	i	i	2
- O=C(CCC(=O)N1CCN(c2cccc(Cl)c2)CC1)N1CCN(c2ccccc2)CC1
  i	i	i	1	-13	-4	i	i	i	i	-3
- CC(=O)Nc1cccc(OCC(=O)Nc2ccccc2)c1
  i	i	i	-7	-9	4	i	i	i	i	-3
- CCCc1cc(=O)[nH]c(SCc2ccc(Cl)cc2)n1
  i	i	i	2	-7	5	i	i	i	i	1
- Cc1cc(C)c2c(CCl)cc(=O)oc2c1
  i	i	i	x	-7	-1	i	i	i	i	3
- Cc1ccc(/C=c2\sc3nc(-c4cccnc4)nn3c2=O)cc1
  i	i	i	2	-15	-1	i	i	i	i	-1
- CCOc1ccc(Nc2cc3n(c(=O)n2)CCc2cc(OC)c(OC)cc2-3)cc1
  i	i	i	0	-4	-2	i	i	i	i	-1
- CCCn1c2ccc(C)cc2c2nnc(SCCN3CCCCC3)nc21
  i	i	i	-5	-12	0	-8.9*	i	i	i	x

# Order of results – KCNK3 inh	KCNK9 block	PolyA inh	Dyrk1A ADPGlo	hERG rescue	GSK3beta inhib	RGS4 pot	KCNQ1 block	RGS4 inh	KCNQ1 act	GSK3A inh
- COc1ccccc1CN1C[C@@H]2C[C@@H](c3ccccc3OC)N3CCC[C@@]23C1=O
  i	i	i	-2	-7	2	i	i	i	i	-1
- CN(C)/C=N/c1sc2c(c1C#N)CCCCC2
  i	i	i	8	-5	-3	i	i	i	i	2
- CCCCS(=O)(=O)N1CCCC(C(=O)Oc2ccccc2)C1 (stereo not drawn)
  i	i	i	7	-3	-1	i	i	i	i	-3
- O=C(C1CC1)N1CCN(c2ccc([N+](=O)[O-])cc2-n2cccc2)CC1
  i	i	i	-5	-2	1	i	i	i	i	1
- CCSc1nncn1/N=C/c1ccc(OC)c(OC)c1
  i	i	i	-1	-6	2	i	i	i	i	1
- CC(C)C(c1nnnn1CC1CCCO1)N1CCN(C2CCCC2)CC1 (stereo not drawn)
  i	i	i	-4	-5	0	i	i	i	i	1
- c1ccc(CCc2nc(-c3ccccc3)no2)cc1
  i	i	i	-12	-13	0	i	i	i	i	-1
- Cc1ccc(C(=O)Oc2cc(C)n(C)c(=O)c2)cc1
  i	i	i	1	-6	3	i	i	i	i	-5
- NC(=O)N1CC(O)CC1C(=O)Nc1ccc(Cl)c(Cl)c1 (stereo not drawn)
  i	i	i	-7	-6	1	i	i	i	i	-2
- COC(=O)c1cc(OC)c(OC)cc1NC(=O)Cc1ccccc1[N+](=O)[O-]
  i	i	i	1	-18	-4	i	i	i	i	-3
- C/C(=N\Nc1nc(C)cc(=O)[nH]1)C1CC1
  i	i	i	-2	-4	2	i	i	i	i	-2
- COc1ccc(/C=C2\SC(=S)N(CCCC(=O)Nc3ccccn3)C2=O)cc1OC
  i	i	i	2	-5	2	i	i	i	i	-4
- O=C(Cc1cccs1)N(Cc1ccco1)C1(C(=O)NC2CCCC2)CCCCC1
  i	i	i	4	-5	0	i	i	i	i	0
- Cc1cccc(Oc2ccccc2NC(=O)c2cnccn2)c1
  i	i	i	4	-8	-2	i	i	i	i	-6
- CCc1ccc(N2CC(C(=O)NNC(=O)c3ccc(F)cc3)CC2=O)cc1 (stereo not drawn)
  i	i	i	-7	-9	3	i	i	i	i	1
- CCC1(C)SC(NC(C)=O)=NN1C(C)=O (stereo not drawn)
  i	i	i	-3	-3	2	i	i	i	i	-2
- CN(C(=O)Nc1ccc(Cl)cc1)c1c2c(nn1C)CCCC2
  i	i	i	x	-10	-5	i	i	i	i	-2
- Cc1cc(C)n(-c2ccc(C(=O)OCC(=O)N(CC(C)C)C3CCS(=O)(=O)C3)cc2)n1 (stereo not drawn)
  i	i	i	6	1	-1	i	i	i	i	3
- CCOc1cc(N2CCOCC2)c(OCC)cc1NC(=O)Cn1[nH]c(=O)c2ccccc2c1=O
  i	i	i	-1	-10	1	i	i	i	i	-1
- COc1cccc(C(=O)NC2CCN(CC(=O)Nc3c(C)cc(C)cc3C)CC2)c1
  x	i	i	x	-6	1	i	i	i	i	-3

# Order of results – KCNK3 inh	KCNK9 block	PolyA inh	Dyrk1A ADPGlo	hERG rescue	GSK3beta inhib	RGS4 pot	KCNQ1 block	RGS4 inh	KCNQ1 act	GSK3A inh
- O=C(Nc1ccc(C(=O)O)cc1)/C(=C\c1ccccc1)NC(=O)c1ccc(Br)cc1
  i	i	i	1	-13	1	i	i	i	i	-3
- O=C(CCS(=O)(=O)c1ccccc1)Nc1nc2c(s1)CCCC2
  i	i	i	5	-9	-2	i	i	i	i	-2
- O=S(=O)(NCC1CCCO1)c1ccc2oc3ccc(S(=O)(=O)NCC4CCCO4)cc3c2c1 (stereo not drawn)
  i	i	i	-4	-2	2	i	i	i	i	-1
- N#C/C(=N/Nc1ccccc1[N+](=O)[O-])C(N)=S
  i	i	i	5	-2	4	i	i	i	i	6
- COc1cc(/C=C2\SC(=S)N(CCCCC(=O)O)C2=O)ccc1OS(=O)(=O)c1ccc(C)cc1
  i	i	i	-7	-19	4	i	i	i	i	-1
